Bioassay records (PubChem)
RGS7-Gao: modulates binding of RGS7 to human Galphao | Multiplexed bead flow cytometry; actives lie on both sides | AID 1439 | actives 0.35% (n = 220,000) | P09471 | binding response (% of control), % at 10 µM; in the data active means binding response below about 49% or above about 150%;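 further: fluorescent Galphao held in activated GDP-AlF4 state binding bead-coupled RGS7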
Bfl-1 Bim block: inhibitors of Bim-Bfl-1 interaction, human; actives 0.12% (n = 190,000); Bead-based flow cytometry, Bim-Bfl-1 binding inhibition; AID 1008; Q16548; inhibition, % at 10 µM;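 further: 0% = wells without compound plus tracer and 100% = blocker peptide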
RGS4-Gao reg: human RGS4-Galphao interaction regulation; Multiplexed bead flow cytometry, RGS4-Galphao binding; actives lie on both sides; binding response (% of control), % at 10 µM; actives 0.33% (n = 220,000); AID 1415; in the data active means binding response below about 49% or above about 150%; inactive means in between;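 further: fluorescent Galphao activated with aluminum fluoride binding bead-coupled RGS4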
ABCB1 inh: inhibitors of human ABCB1 transporter, ABCG2 counter-screen | P08183 | CCRF-Adr cells, JC-1 efflux, flow cytometry | inhibition, % at 6.6 µM | actives 0.067% (n = 190,000) | AID 1326; in the data active means inhibition above about 40%;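 further: 0% = vehicle and 100% = reference inhibitor; higher value means more JC-1 retained so stronger ABCB1 efflux block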
Bcl-XL Bim block: human Bim-Bcl-XL interaction inhibition; Q07817; Bim peptide-Bcl-XL binding, bead flow cytometry, fluorescence; inhibition, % at 10 µM; actives 0.04% (n = 190,000); AID 1007
Target sequence (Q07817 whole entry, looked up): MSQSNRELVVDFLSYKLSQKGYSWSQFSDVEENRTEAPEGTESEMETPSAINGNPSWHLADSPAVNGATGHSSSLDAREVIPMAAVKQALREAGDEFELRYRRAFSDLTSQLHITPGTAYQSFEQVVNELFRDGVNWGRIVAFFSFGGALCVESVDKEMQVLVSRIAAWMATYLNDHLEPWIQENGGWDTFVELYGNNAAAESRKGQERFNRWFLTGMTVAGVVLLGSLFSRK
Bim-Bcl-2: disrupts Bim peptide binding to human Bcl-2; P10415; Bead-based flow cytometry, Bim peptide-Bcl-2 binding; inhibition, % at 10 µM; actives 0.06% (n = 190,000); in the data active means inhibition above about 40%;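 further: 0% = no compound wells with probe peptide and 100% = reference peptide inhibitor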
Target sequence (P10415 whole entry, looked up): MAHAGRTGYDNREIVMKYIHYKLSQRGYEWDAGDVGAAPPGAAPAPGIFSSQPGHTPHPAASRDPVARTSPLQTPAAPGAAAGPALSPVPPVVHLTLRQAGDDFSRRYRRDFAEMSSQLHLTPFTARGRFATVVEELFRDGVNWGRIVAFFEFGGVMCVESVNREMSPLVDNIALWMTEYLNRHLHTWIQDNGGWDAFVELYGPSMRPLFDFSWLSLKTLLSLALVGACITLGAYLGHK
ABCG2 block: blocks JC-1 efflux by human ABCG2 transporter. Q9UNQ0. AID 1325. actives 0.1% (n = 190,000). IgMXP3 cells, flow cytometry. inhibition, % at 6.6 µM;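 active means inhibition above 80%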;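 further: 0% = DMSO and 100% = nicardipine control wells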
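Test system: IgMXP3 cells (ABCG2) mixed with DDAO far-red-labelled CCRF-Adr cells (ABCB1). Reagent: JC-1 transporter substrate. Compound dosing: single test compound dose, 6.6 µM final. Times: 10 min compound exposure, 25 °C. Detection: flow cytometry of retained JC-1 fluorescence. Read-out basis: efflux inhibition in percent versus controls. Controls: nicardipine and DMSO wells.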
Mcl-1 Bim block: human Bim-Mcl-1 interaction inhibition; Q07820; Bead-based flow cytometry, Bim peptide-Mcl-1 binding; inhibition, % at 10 µM; actives 0.1% (n = 190,000);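 further: 0% = no compound tracer wells and 100% = peptide blocker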
RGS8-Gao: modulates binding of RGS8 to human Galphao. P09471. multiplexed bead flow cytometry; actives lie on both sides. response (percent of control binding), % at 10 µM. actives 0.34% (n = 220,000). AID 1423; in the data active means response below about 60% or above about 140%; inactive means in between;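 further: Galphao activated as the GDP aluminium fluoride complex binding bead-coupled RGS8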
Bim-Bcl-B: disrupts Bim peptide binding to human Bcl-B. Q9HD36. bead-based flow cytometry. inhibition, % at 10 µM. actives 0.073% (n = 190,000);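 further: 0% = tracer peptide without compound and 100% = reference inhibitor peptide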
Target sequence (Q9HD36 whole entry, looked up): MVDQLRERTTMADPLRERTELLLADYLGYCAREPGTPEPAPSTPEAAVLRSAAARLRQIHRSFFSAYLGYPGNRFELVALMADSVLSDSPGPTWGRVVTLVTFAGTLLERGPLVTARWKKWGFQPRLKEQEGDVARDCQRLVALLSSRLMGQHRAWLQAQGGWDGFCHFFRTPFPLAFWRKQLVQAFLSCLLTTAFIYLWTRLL
Bim-Bcl-W: disrupts Bim peptide binding to human Bcl-W; Q92843; bead-based flow cytometry; inhibition, % at 10 µM; actives 0.02% (n = 190,000); AID 952;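 further: 0% = bound tracer without compound and 100% = peptide blocker; higher means less fluorescent Bim peptide bound to Bcl-W beads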
Target sequence (Q92843 whole entry, looked up): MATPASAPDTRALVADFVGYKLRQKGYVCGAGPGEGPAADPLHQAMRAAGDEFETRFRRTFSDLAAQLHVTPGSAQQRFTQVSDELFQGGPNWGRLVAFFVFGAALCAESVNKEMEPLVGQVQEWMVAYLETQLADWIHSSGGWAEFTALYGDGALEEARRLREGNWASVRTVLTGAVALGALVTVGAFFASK
Active calls of the source: *. Unless noted, no stated cut-off is given here; in the data, active means inhibition above about 40%.

How did COc1cc(NC(=O)C2COc3ccccc3O2)c(OC)cc1Cl (stereo unspecified) do in these assays?
RGS7-Gao: 122; Bfl-1 Bim block: -1; RGS4-Gao reg: 128; ABCB1 inh: 1.5; Bcl-XL Bim block: -2; Bim-Bcl-2: -2; ABCG2 block: 16; Mcl-1 Bim block: -2; RGS8-Gao: 111; Bim-Bcl-B: -1; Bim-Bcl-W: -1

Results for Cc1nc2sccc2c(=O)n1N ?
RGS7-Gao: 100; Bfl-1 Bim block: -5; RGS4-Gao reg: 100; ABCB1 inh: 0.1; Bcl-XL Bim block: -3; Bim-Bcl-2: -1; ABCG2 block: 0; Mcl-1 Bim block: 0; RGS8-Gao: 102; Bim-Bcl-B: 0; Bim-Bcl-W: -1

What do the screens show for `Cc1oc(-c2cccs2)nc1CN1CCC(CO)(CCOc2ccccc2)CC1`?
RGS7-Gao: 104; Bfl-1 Bim block: -14; RGS4-Gao reg: 104; ABCB1 inh: 1.5; Bcl-XL Bim block: -5; Bim-Bcl-2: -8; ABCG2 block: 2; Mcl-1 Bim block: -3; RGS8-Gao: 99; Bim-Bcl-B: -5; Bim-Bcl-W: -1

What do the screens show for `CN(c1ccccc1)S(=O)(=O)c1ccc(NC(=O)c2ccc(-c3ccccc3)cc2)cc1`?
RGS7-Gao: 103; Bfl-1 Bim block: -8; RGS4-Gao reg: 102; ABCB1 inh: -0.6; Bcl-XL Bim block: -3; Bim-Bcl-2: -9; ABCG2 block: -2; Mcl-1 Bim block: 0; RGS8-Gao: 100; Bim-Bcl-B: -6; Bim-Bcl-W: 0

How did COc1cccc(C(=O)NCc2ccc(N3CCN(C(=O)OC(C)(C)C)CC3)cc2)c1 do in these assays?
RGS7-Gao: 97; Bfl-1 Bim block: -2; RGS4-Gao reg: 96; ABCB1 inh: 1.4; Bcl-XL Bim block: 1; Bim-Bcl-2: -2; ABCG2 block: 3; Mcl-1 Bim block: 2; RGS8-Gao: 98; Bim-Bcl-B: -2; Bim-Bcl-W: 1

How did CC1CCCCC1NCC#CCOc1ccc(Cl)cc1 (stereo unspecified) do in these assays?
RGS7-Gao: 98; Bfl-1 Bim block: -5; RGS4-Gao reg: 98; ABCB1 inh: 1.8; Bcl-XL Bim block: -3; Bim-Bcl-2: -2; ABCG2 block: 7; Mcl-1 Bim block: 0; RGS8-Gao: 97; Bim-Bcl-B: -1; Bim-Bcl-W: 0

Results for C=CCCC(=O)Nc1nc(C)c(-c2csc(Nc3ccc(Cl)cc3)n2)s1 ?
RGS7-Gao: 98; Bfl-1 Bim block: -10; RGS4-Gao reg: 101; ABCB1 inh: -0.1; Bcl-XL Bim block: -9; Bim-Bcl-2: -9; ABCG2 block: 1; Mcl-1 Bim block: -2; RGS8-Gao: 103; Bim-Bcl-B: -6; Bim-Bcl-W: 1

Results for CC(=O)Nc1cc2c(ccc3ccccc32)oc1=O ?
RGS7-Gao: 100; Bfl-1 Bim block: -2; RGS4-Gao reg: 99; ABCB1 inh: 0.0; Bcl-XL Bim block: -2; Bim-Bcl-2: 0; ABCG2 block: 4; Mcl-1 Bim block: 0; RGS8-Gao: 101; Bim-Bcl-B: -3; Bim-Bcl-W: 0

What do the screens show for `Cc1ccc(NC(=O)c2ccc(-n3cccn3)nc2)cc1`?
RGS7-Gao: 98; Bfl-1 Bim block: -6; RGS4-Gao reg: 101; ABCB1 inh: 0.3; Bcl-XL Bim block: -2; Bim-Bcl-2: -3; ABCG2 block: 1; Mcl-1 Bim block: -4; RGS8-Gao: 102; Bim-Bcl-B: -4; Bim-Bcl-W: -3

What do the screens show for `COc1ccc(OCCCC(=O)Nc2cc([N+](=O)[O-])ccc2C)cc1`?
RGS7-Gao: 97; Bfl-1 Bim block: -1; RGS4-Gao reg: 100; ABCB1 inh: 0.3; Bcl-XL Bim block: -5; Bim-Bcl-2: -4; ABCG2 block: 2; Mcl-1 Bim block: -1; RGS8-Gao: 98; Bim-Bcl-B: 0; Bim-Bcl-W: -2

How did c1cnc2ncc3sccc3c2c1 do in these assays?
RGS7-Gao: 92; Bfl-1 Bim block: -2; RGS4-Gao reg: 91; ABCB1 inh: 0.1; Bcl-XL Bim block: -9; Bim-Bcl-2: -5; ABCG2 block: 2; Mcl-1 Bim block: -5; RGS8-Gao: 91; Bim-Bcl-B: -5; Bim-Bcl-W: -3

Results for CCOC(=O)NC(NC(=O)OCC)C(=O)c1ccccc1 ?
RGS7-Gao: 104; Bfl-1 Bim block: -3; RGS4-Gao reg: 98; ABCB1 inh: 0.1; Bcl-XL Bim block: 0; Bim-Bcl-2: -2; ABCG2 block: 1; Mcl-1 Bim block: -1; RGS8-Gao: 100; Bim-Bcl-B: 0; Bim-Bcl-W: -4

What do the screens show for `COCCN(Cc1cc2cccc(C)c2n2nnnc12)C(=O)C(F)(F)F`?
RGS7-Gao: 110; Bfl-1 Bim block: -9; RGS4-Gao reg: 104; ABCB1 inh: 0.6; Bcl-XL Bim block: -2; Bim-Bcl-2: -7; ABCG2 block: 5; Mcl-1 Bim block: 1; RGS8-Gao: 104; Bim-Bcl-B: -2; Bim-Bcl-W: 0

Results for Cc1ccc(SCn2nnc3ccccc3c2=O)c(C)c1 ?
RGS7-Gao: 85; Bfl-1 Bim block: -2; RGS4-Gao reg: 86; ABCB1 inh: 0.6; Bcl-XL Bim block: 2; Bim-Bcl-2: -2; ABCG2 block: 3; Mcl-1 Bim block: -1; RGS8-Gao: 92; Bim-Bcl-B: 0; Bim-Bcl-W: 0

What do the screens show for `O=C(O)c1ccc(N/N=C/c2ccc(OC(=O)c3ccccc3Cl)cc2)cc1`?
RGS7-Gao: 100; Bfl-1 Bim block: 0; RGS4-Gao reg: 101; ABCB1 inh: -1.0; Bcl-XL Bim block: -1; Bim-Bcl-2: 1; ABCG2 block: -7; Mcl-1 Bim block: -1; RGS8-Gao: 107; Bim-Bcl-B: -3; Bim-Bcl-W: 0

How did CCOC(=O)/C(=N/Nc1ccccc1)Sc1nnnn1-c1ccc(C)cc1 do in these assays?
RGS7-Gao: 97; Bfl-1 Bim block: -12; RGS4-Gao reg: 96; ABCB1 inh: 0.3; Bcl-XL Bim block: -4; Bim-Bcl-2: -13; ABCG2 block: 0; Mcl-1 Bim block: -1; RGS8-Gao: 98; Bim-Bcl-B: -11; Bim-Bcl-W: -2

What do the screens show for `CC(C)(O)C(=O)NNC(=S)Nc1ccc(F)c(Cl)c1`?
RGS7-Gao: 101; Bfl-1 Bim block: 4; RGS4-Gao reg: 102; ABCB1 inh: -1.9; Bcl-XL Bim block: -2; Bim-Bcl-2: -1; ABCG2 block: -4; Mcl-1 Bim block: -4; RGS8-Gao: 102; Bim-Bcl-B: -1; Bim-Bcl-W: -6

What do the screens show for `CCOCCCn1c(=N)c(C(N)=S)cc2c(=O)n3cccc(C)c3nc21`?
RGS7-Gao: 97; Bfl-1 Bim block: 3; RGS4-Gao reg: 96; ABCB1 inh: 0.5; Bcl-XL Bim block: -2; Bim-Bcl-2: 0; ABCG2 block: 4; Mcl-1 Bim block: -1; RGS8-Gao: 98; Bim-Bcl-B: 7; Bim-Bcl-W: 0

How did COc1ccc(NC(=O)C(C)Oc2ccc(/C(C)=N\O)cc2)cc1 (stereo unspecified) do in these assays?
RGS7-Gao: 102; Bfl-1 Bim block: -10; RGS4-Gao reg: 98; ABCB1 inh: 0.3; Bcl-XL Bim block: -2; Bim-Bcl-2: -3; ABCG2 block: 1; Mcl-1 Bim block: 0; RGS8-Gao: 102; Bim-Bcl-B: -5; Bim-Bcl-W: 4

Results for O=C(NCc1ccco1)c1ccc(OCC2CCCO2)cc1 (stereo unspecified) ?
RGS7-Gao: 95; Bfl-1 Bim block: -4; RGS4-Gao reg: 91; ABCB1 inh: 0.1; Bcl-XL Bim block: 0; Bim-Bcl-2: -2; ABCG2 block: 8; Mcl-1 Bim block: 0; RGS8-Gao: 100; Bim-Bcl-B: -4; Bim-Bcl-W: 3

What do the screens show for `COc1ccccc1OCC(=O)NNC(=S)NC(=O)c1ccco1`?
RGS7-Gao: 99; Bfl-1 Bim block: 0; RGS4-Gao reg: 103; ABCB1 inh: -0.2; Bcl-XL Bim block: 0; Bim-Bcl-2: 0; ABCG2 block: 0; Mcl-1 Bim block: 0; RGS8-Gao: 102; Bim-Bcl-B: 0; Bim-Bcl-W: 0

What do the screens show for `COc1ccc(Cc2nc3ccccc3n2CC(=O)N/N=C/c2ccccc2)cc1OC`?
RGS7-Gao: 100; Bfl-1 Bim block: -9; RGS4-Gao reg: 101; ABCB1 inh: 0.6; Bcl-XL Bim block: -8; Bim-Bcl-2: -8; ABCG2 block: 3; Mcl-1 Bim block: -3; RGS8-Gao: 102; Bim-Bcl-B: -10; Bim-Bcl-W: -5

How did CC(C)NC(=O)CCCc1cn(C)c2ccccc12 do in these assays?
RGS7-Gao: 89; Bfl-1 Bim block: 0; RGS4-Gao reg: 84; ABCB1 inh: 0.7; Bcl-XL Bim block: 0; Bim-Bcl-2: 0; ABCG2 block: 3; Mcl-1 Bim block: -1; RGS8-Gao: 92; Bim-Bcl-B: -1; Bim-Bcl-W: -2

Results for CCCn1nc(C(=O)OCC(=O)c2c(N)n(C)c(=O)n(C)c2=O)c2ccccc2c1=O ?
RGS7-Gao: 94; Bfl-1 Bim block: -6; RGS4-Gao reg: 96; ABCB1 inh: 1.2; Bcl-XL Bim block: 6; Bim-Bcl-2: 0; ABCG2 block: 8; Mcl-1 Bim block: 5; RGS8-Gao: 99; Bim-Bcl-B: 4; Bim-Bcl-W: 8

How did ClCc1cc2ccccc2nc1Cl do in these assays?
RGS7-Gao: 99; Bfl-1 Bim block: -5; RGS4-Gao reg: 102; ABCB1 inh: 2.1; Bcl-XL Bim block: -9; Bim-Bcl-2: 0; ABCG2 block: 8; Mcl-1 Bim block: -2; RGS8-Gao: 99; Bim-Bcl-B: -4; Bim-Bcl-W: -1

How did CCOC(=O)c1c(N)sc2c(NC(C)=O)cccc12 do in these assays?
RGS7-Gao: 106; Bfl-1 Bim block: -1; RGS4-Gao reg: 107; ABCB1 inh: 0.6; Bcl-XL Bim block: 0; Bim-Bcl-2: 0; ABCG2 block: 4; Mcl-1 Bim block: -2; RGS8-Gao: 103; Bim-Bcl-B: 0; Bim-Bcl-W: 0

How did O=C(OCn1nnc2ccccc2c1=O)c1ccco1 do in these assays?
RGS7-Gao: 101; Bfl-1 Bim block: -8; RGS4-Gao reg: 101; ABCB1 inh: 0.0; Bcl-XL Bim block: -3; Bim-Bcl-2: -3; ABCG2 block: 0; Mcl-1 Bim block: 2; RGS8-Gao: 100; Bim-Bcl-B: 0; Bim-Bcl-W: 0
